# Screening data from PubChem.
# Efflux pump inh: blocks antifungal efflux pumps in multiplex yeast assay. inhibition, % at 10 µM. S. cerevisiae Candida pump triplex, Nile Red efflux. 330,000 compounds, 0.44% hits. AID 485275;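 active means plate passing quality check with inhibition over a set limit, or well fluorescence over plate mean plus 4 SD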;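 further: Nile Red retained in pooled yeast measured as flow cytometry median fluorescence; 0% = buffer negative control and 100% = Enniatin B positive control; higher means more Nile Red kept so more efflux inhibition; some compounds called inactive have numbers as strong as hits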
# TPT1 inh: C. albicans TPT1 enzyme inhibition; 300,000 compounds, 0.81% hits; AID 1962; inhibition, % at 5 µM; recombinant caTPT1, FP RNA substrate dephosphorylation;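 active means inhibition above the mean of all tested compounds plus 3 SD, set per screening campaign, cut at about 24% in these data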;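 further: plate controls were DMSO alone for no effect and ferristatin control at 100 nM for full effect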
# HCV core dimer: HCV core protein dimerization inhibition | TR-FRET GST/Flag-core106 dimerization, 1536-well | inhibition, % at 5 µM | 300,000 compounds, 0.33% hits | AID 1899;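 active means inhibition above the mean of all tested compounds plus 3 SD, set per screening campaign, cut at about 45% in these data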
#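 Assay system: GST-tagged and Flag-tagged HCV core protein residues 1-106 / Times: compound-protein-antibody incubation 4 h at 22.5 °C / Signal: time-resolved FRET, ex 340 nm, em 617 and 671 nm / Evaluation: % inhibition based on acceptor/donor emission ratio / Benchmarks: wells lacking GST-core106 and wells with excess unlabelled core106 / Repeats: singlicate, one well per compound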
# PP1 inh: PP1-alpha (human) inhibition in PP5 counter-screen; 320,000 compounds, 0.9% hits; inhibition, % at 6.7 µM; P62136; purified PP1alpha, OMFP fluorescence;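 active means inhibition above the mean inhibition of all tested compounds plus 3 SD, computed separately for each screening campaign, cut at about 15% in these data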
# Target sequence (P62136 whole entry, looked up): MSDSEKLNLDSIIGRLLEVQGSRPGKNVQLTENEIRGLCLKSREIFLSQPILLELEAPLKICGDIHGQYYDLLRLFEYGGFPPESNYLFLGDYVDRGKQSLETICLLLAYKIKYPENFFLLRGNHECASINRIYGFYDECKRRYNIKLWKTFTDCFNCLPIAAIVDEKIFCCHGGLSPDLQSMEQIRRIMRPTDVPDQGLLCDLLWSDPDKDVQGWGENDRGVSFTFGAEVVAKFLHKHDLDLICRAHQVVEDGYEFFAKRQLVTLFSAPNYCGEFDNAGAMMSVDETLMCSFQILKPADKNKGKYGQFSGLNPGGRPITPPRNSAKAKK
# PP5 inh: inhibitors of human protein phosphatase 5 (PP5); AID 1987; purified PP5c, OMFP substrate fluorescence; P53041; 320,000 compounds, 0.18% hits; inhibition, % at 6.7 µM;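 active means inhibition above the campaign's mean inhibition across all tested compounds plus 3 SD, cut at about 9.5% in these data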;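 further: 0% = DMSO only and 100% = 100 µM cantharidin control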
# PREPL inh: human PREPL enzyme inhibition | AID 2751 | inhibition, % at 5.96 µM | recombinant PREPL, fluorescence polarization activity-based probe | Q4J6C6 | 320,000 compounds, 0.68% hits; in the data active means inhibition above about 43%;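 further: 0% = enzyme with DMSO and 100% = wells lacking enzyme; many of its hits are not listed in these tables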
# Target sequence (Q4J6C6 whole entry, looked up): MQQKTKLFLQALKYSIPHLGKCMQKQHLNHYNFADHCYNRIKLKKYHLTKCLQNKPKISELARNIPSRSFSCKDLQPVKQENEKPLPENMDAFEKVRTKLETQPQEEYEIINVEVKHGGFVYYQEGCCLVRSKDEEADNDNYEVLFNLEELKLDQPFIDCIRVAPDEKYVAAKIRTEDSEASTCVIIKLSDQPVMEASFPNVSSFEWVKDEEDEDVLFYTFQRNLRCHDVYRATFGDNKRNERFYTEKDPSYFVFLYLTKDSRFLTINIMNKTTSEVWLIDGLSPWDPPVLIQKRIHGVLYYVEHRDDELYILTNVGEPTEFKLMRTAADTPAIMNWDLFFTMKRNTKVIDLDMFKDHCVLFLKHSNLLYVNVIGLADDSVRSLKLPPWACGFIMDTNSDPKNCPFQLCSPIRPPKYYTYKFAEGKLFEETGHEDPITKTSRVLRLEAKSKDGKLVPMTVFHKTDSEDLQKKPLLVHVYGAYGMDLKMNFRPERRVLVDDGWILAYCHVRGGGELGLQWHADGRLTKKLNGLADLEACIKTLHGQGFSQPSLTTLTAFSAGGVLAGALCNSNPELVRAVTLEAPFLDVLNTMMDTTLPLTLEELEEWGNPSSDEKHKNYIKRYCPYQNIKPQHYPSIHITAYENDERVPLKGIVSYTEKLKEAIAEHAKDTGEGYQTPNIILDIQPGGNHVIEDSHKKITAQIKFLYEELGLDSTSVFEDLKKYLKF
# ZTA DNA inh: counter-screen for EBNA-1 inhibitors: inhibitors of Epstein-Barr virus ZTA; P03206; ZTA-DNA binding, fluorescence polarization; inhibition, % at 11 µM; 320,000 compounds, 0.15% hits; in the data active means inhibition above about 33%
# EBNA-1 inhibitor: blocks EBNA-1 binding to DNA; 300,000 compounds, 0.34% hits; AID 1950; inhibition, % at 14.8 µM; EBNA-1 DNA binding, fluorescence polarization; in the data active means inhibition above about 28%
# CTSL1 counter: counter-screen for PFM18AAP inhibitors: inhibitors of F. hepatica cathepsin L1. recombinant F. hepatica cathepsin L1, Z-Leu-Arg-MCA fluorescence. inhibition, % at 5.96 µM. 300,000 compounds, 0.49% hits. AID 1906;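 active means inhibition above the mean of all tested compounds plus 3 SD, set per screening campaign, cut at about 17% in these data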;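 further: 0% = plate median of test compound wells and 100% = 1 µM Z-Phe-Ala-diazomethylketone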
# * marks the source's active call; other numbers are inactive results; · = not tested or not shown. Not all compounds are listed; rates above refer to the full screens.
SMILES,Efflux pump inh,TPT1 inh,HCV core dimer,PP1 inh,PP5 inh,PREPL inh,ZTA DNA inh,EBNA-1 inhibitor,CTSL1 counter
O=C(NCCc1ccccn1)C1CCCN1S(=O)(=O)c1ccc(Cl)cc1 (centres undefined),0.0,1.9,2.3,0.2,1.3,4.3,-20.3,-9.7,-1.9
O=C(O)c1cccc(NC(=O)c2ccc(S(=O)(=O)c3ccccc3)cc2)c1,-0.1,1.1,3.6,1.1,-0.3,-7.6,2.8,-1.5,0.1
O=C(Nc1ccncc1)c1ccc(F)cc1,-0.1,0.4,-4.5,-0.3,1.9,3.3,-6.9,1.7,-1.2
Cc1ccc(C)c(NC(=O)CCC(=O)NNC(=S)Nc2ccccc2)c1,-0.1,-1.0,-0.4,-1.6,2.5,13.3,-13.8,-13.0,-2.4
CCOC(=O)Cc1csc(NC(=O)c2ccc(S(=O)(=O)N(CCOC)CCOC)cc2)n1,0.2,1.1,-3.7,-1.4,-0.1,-2.7,-5.3,1.9,2.8
O=C(N/N=C/c1cccnc1)c1cc2c(ccc3ccccc32)o1,-0.1,-7.8,16.3,9.9,1.4,-1.7,7.8,-4.0,4.0
CCOC(=O)CC(NC(=O)c1cc2cc(Cl)cc(Cl)c2oc1=O)c1cccc([N+](=O)[O-])c1 (centres undefined),1.1,2.8,4.4,-1.5,-0.6,0.5,-8.0,-1.1,-0.7
O=C(NCCSCc1ccco1)Nc1ccc(Cl)cc1,-0.1,-2.1,1.3,-3.3,1.8,-14.5,-7.2,-3.7,-1.5
Cc1ccc(CS(=O)(=O)c2ncc(Cl)c(C(=O)Nc3nnc(C(C)C)s3)n2)cc1,-0.1,-1.1,12.0,-0.6,3.1,2.5,11.8,-0.3,1.1
CCOC(=O)Cc1csc(NC(=O)CCCN2C(=O)c3ccccc3C2=O)n1,0.0,-1.1,-0.1,-1.9,1.5,-4.5,9.8,8.9,2.0
COc1ccc(/C=N/NC(=O)CCc2ccccc2)cc1O,0.0,-3.3,-7.2,-1.2,-0.2,-0.4,0.6,7.9,3.8
O=C(NCc1ccco1)c1cccc(NC(=O)c2ccccc2)c1,-0.1,0.5,1.3,5.5,0.4,1.9,-3.5,-7.4,-1.6
Cc1ccccc1CN1CCN(CC(=O)NCc2ccc3c(c2)OCO3)C1=O,0.0,0.8,-0.9,0.5,1.7,5.7,-2.6,-6.2,1.6
CCOc1ccc(C(=O)NCC(=O)OCCCC(=O)c2ccc(F)cc2)cc1OCC,0.0,·,·,-6.9,-0.7,2.2,-7.1,·,·
COc1cc(OC)c(-c2nc(-c3ccncc3)no2)cc1OC,-0.1,-0.6,2.9,-4.7,1.4,-17.3,-8.6,-7.0,1.0
CCn1c(=S)[nH]c2nc3c(cc2c1=O)CCCC3,-0.1,-2.4,2.1,0.2,0.2,-0.2,-2.2,1.3,-1.4
Cc1cnc(NC(=O)CSc2nnc(COc3ccccc3)o2)s1,0.0,-2.9,-4.8,-1.3,0.5,23.3,-3.3,-2.3,-5.6
COc1ccc(S(=O)(=O)N(CC(C)C)C2CCS(=O)(=O)C2)cc1OC (centres undefined),-0.1,1.6,-3.4,-2.4,-0.7,1.0,-10.5,-0.3,7.8
Cn1c(NCc2c[nH]c3ccccc23)nc2ccccc21,-0.1,-3.6,-11.8,-0.3,-0.7,18.0,-6.7,7.0,-5.3
Cc1cccc(C(=O)N[C@H](C(=O)OCc2cc(=O)n3c(n2)sc2ccccc23)C(C)C)c1,0.1,2.0,48.8*,5.0,1.0,-0.8,-8.3,-1.7,-4.8
COc1cc(F)cc(-c2ccc3c(c2)c(-c2cccs2)c(-c2cc(OC)cc(OC)c2)n3C)c1,0.3,·,·,5.2,2.9,12.6,0.9,·,·
CC(=O)Nc1ccc2nc(NC(=O)COc3ccccc3Cl)sc2c1,0.1,1.6,-0.1,-1.9,0.5,1.6,2.5,-5.7,0.0
CCOc1ccccc1NC(=O)N1CCCC1C(=O)Nc1ccc(-n2cnnn2)c(C)c1 (centres undefined),-0.3,0.1,-3.2,-2.1,-0.5,-2.9,0.1,-2.9,1.1
Cc1cc(Br)cc(Br)c1OCC(=O)NNC(=O)c1ccoc1C,0.0,-0.8,-16.5,-6.8,-4.8,-6.8,-7.8,-12.3,-2.6
CN(c1ccccc1)c1ccc(/C=C/[N+](=O)[O-])cc1,0.6,41.9*,-0.9,11.5,-1.6,17.2,16.1,3.5,0.5
CC(C)Sc1nnc(NC(=O)c2ccc3c(c2)OCO3)s1,0.0,-0.6,4.3,0.7,-0.7,-3.2,29.4,3.8,1.8
O=C(NCC1CCCCC1)c1cc(S(=O)(=O)N2CCCCC2)ccc1Cl,0.0,·,·,-4.4,1.1,-0.2,4.8,·,·
Cc1ccc(CCCOC(=O)CN2CCCCC2)cc1,0.1,-0.8,1.0,-4.4,-2.4,14.4,4.4,-15.3,-4.0
CCCN1CCC(NC(=O)Nc2ccc(OC)c(OC)c2)CC1,-0.3,2.5,-1.5,-4.8,-0.9,-1.2,7.3,7.2,-2.1
CCOC(=O)c1[nH]c2ccc(OC)cc2c1NC(=O)CCN1CCC(C)CC1,-0.1,-1.0,-5.1,-6.9,-2.8,-13.3,-11.5,5.4,0.3
O=C(CN1C(=O)CNC1=O)Nc1ccc(Cl)cc1,0.0,-2.3,0.4,-2.1,-3.0,-4.1,17.8,2.9,-2.2
CCOC(=O)c1c(S(=O)(=O)NCC(=O)Nc2cccc(C)n2)c(C)n(C)c1C,-0.1,-1.8,0.5,-5.5,0.1,0.1,-8.5,-2.5,-6.1
COc1ccc(N(C)S(=O)(=O)c2cccc(C(=O)NCC(c3cccs3)N(C)C)c2)cc1 (centres undefined),-0.1,-0.3,1.8,-4.9,0.6,0.7,-18.4,-8.4,-4.4
CC(=O)NC(=S)NNC(=O)COc1ccc([N+](=O)[O-])cc1,0.0,0.6,-3.1,-3.0,5.9,5.5,-11.8,-6.6,2.4
CCN(CC)C(=O)Cc1c(OC)ccc2cc(Br)ccc12,0.2,-3.4,14.7,-1.9,2.1,16.3,4.0,-2.7,2.0
N=c1n(CCN2CCCCC2)c2ccccc2n1CC(=O)c1cccc([N+](=O)[O-])c1,0.2,1.3,3.0,1.1,4.6,40.5,7.7,-5.1,-1.8
Cc1noc(C)c1CSc1ncnc2sc(C)c(C)c12,0.1,-3.0,2.7,-0.8,0.6,11.5,4.8,1.1,-1.3
NS(=O)(=O)c1ccc(N/C=C\C(=O)c2ccc(F)cc2)cc1,-0.1,3.0,1.5,-7.1,-1.5,-1.2,3.0,3.9,1.9
COc1ccc(C)cc1NC(=O)C(OC(=O)CNC(=O)c1ccc(Oc2ccccc2)cc1)c1ccccc1 (centres undefined),0.5,0.4,19.4,8.2,1.9,-15.4,-0.4,-13.4,16.2
O=C(CN1CCN(c2ccccn2)CC1)Nc1ccc(Cl)c(C(F)(F)F)c1,0.1,-0.4,1.4,4.2,3.3,5.7,5.7,4.7,1.2
Cc1cc2c3c([nH]c2cc1S(=O)(=O)N1CCC2(CC1)OCCO2)CC(C)(C)CC3=O,0.2,0.1,-3.0,-1.3,4.3,10.7,1.9,-12.8,-3.2
COc1ccccc1N(C)S(=O)(=O)c1ccc(C(=O)OCC(=O)Nc2ccccc2F)cc1,0.3,2.2,3.6,2.2,-0.7,1.6,2.1,-11.7,-4.9
COc1ccccc1C(c1nnnn1C(C)(C)C)N1CCCCCC1 (centres undefined),-0.1,2.5,5.7,-0.7,1.1,23.5,-0.3,7.2,2.6
Cn1ncc(Br)c1C(=O)NC(=S)N1CCN(c2ccccn2)CC1,-0.1,-2.0,-11.2,-1.1,0.5,-12.9,-9.6,-10.4,-1.4
CCc1ccc(-c2cc(C)no2)cc1S(=O)(=O)NCc1ccc(OC)c(OC)c1,-0.1,-3.3,1.0,0.2,-0.2,-0.3,8.6,2.1,-1.0
COc1ccc(OCCSc2ncccn2)cc1,0.0,-2.9,-7.0,0.2,-2.2,5.3,-6.1,13.0,2.2
NNC(=O)c1sc2cc(C(F)(F)F)cnc2c1-c1cccnc1,-0.1,-3.0,-2.7,3.3,2.2,-76.7,-19.9,0.2,-0.6
Cc1cc(N/N=C/c2ccc(O)cc2)c2cccc(C)c2n1,0.2,5.3,-8.3,3.7,4.0,59.2*,-4.1,-9.6,2.3
O=C(COCc1cc(-c2ccc3c(c2)OCO3)on1)N1CCN(c2ccc(F)cc2)CC1,0.0,-1.1,12.1,1.3,-0.7,-14.1,12.8,11.9,-0.2
O=C1N(CN2CCC3(CC2)OCCO3)c2ccccc2C12OCCCO2,0.0,-1.9,-4.1,1.8,0.8,2.2,-11.8,-1.7,-3.3
Cc1ccc(CN2C(=O)N/C(=C/c3cc(C)n(-c4ccccn4)c3C)C2=O)cc1,0.0,1.9,15.8,8.4,1.5,15.9,3.3,4.4,7.0
CCCCNc1nnc(CCn2nc(C)c(Br)c2C)s1,-0.1,3.2,2.1,-4.6,-2.0,-4.7,6.5,2.5,-2.5
O=S(=O)(Nc1ccc2c(c1)OCCO2)c1cccs1,0.0,0.8,0.5,-5.5,2.2,-0.1,-8.8,-10.4,-2.4
O=C(NCc1ccccc1CN1CCCC1)C1CCN(C(=O)c2ccc(F)cc2)CC1,0.2,·,·,-1.0,0.0,19.7,12.0,·,·
CCCCC(=O)NC1(C(F)(F)F)C(=O)N(Cc2ccco2)C(C)=C1C(=O)OC (centres undefined),0.0,2.7,5.1,-3.0,-1.9,7.1,4.1,-9.1,6.6
Cc1cc(NC(=O)CCC2COc3ccccc3O2)no1 (centres undefined),-0.1,-1.1,-4.0,-1.5,-1.0,5.0,0.5,10.5,0.5
COc1ccc(C(c2nnnn2CC2CCCO2)N2CCN(c3ccc(F)cc3)CC2)cc1 (centres undefined),0.1,6.8,-3.5,2.5,0.3,-3.7,10.5,1.1,6.4
O=[N+]([O-])c1c(NCc2ccco2)ccc2nonc12,0.0,-0.8,-0.7,0.8,-1.1,0.4,-2.5,9.0,0.2
Cc1ccc(CSc2nc3ccccc3cc2C=O)cc1,-0.1,-4.6,25.9,3.9,0.5,20.4,-13.2,1.4,1.1
C/C(=N\O)c1ccc2c3ccccc3n(C)c2c1,0.1,-2.6,-1.4,9.3,5.0,-7.6,-9.0,2.3,-2.4
COC(=O)/C(=N/Nc1ccccc1Cl)Sc1nnc(C(O)c2ccccc2)n1-c1ccccc1 (centres undefined),-0.1,-1.1,1.9,-1.4,-0.7,8.6,-10.3,6.8,1.1
O=S(=O)(Nc1cccnc1)c1ccc(C2CCCCC2)cc1,0.0,-3.0,11.3,-0.9,2.4,3.0,1.6,-1.7,1.9
CCn1c(COc2cc(C)ccc2C(C)C)nnc1SCC(=O)Nc1nccs1,0.0,-5.3,1.0,0.7,3.1,14.7,6.8,-5.3,0.5

# 4 compounds picked at random from the list so far, as already listed:
SMILES,Efflux pump inh,TPT1 inh,HCV core dimer,PP1 inh,PP5 inh,PREPL inh,ZTA DNA inh,EBNA-1 inhibitor,CTSL1 counter
Cc1cc(NC(=O)CCC2COc3ccccc3O2)no1 (centres undefined),-0.1,-1.1,-4.0,-1.5,-1.0,5.0,0.5,10.5,0.5
O=S(=O)(Nc1cccnc1)c1ccc(C2CCCCC2)cc1,0.0,-3.0,11.3,-0.9,2.4,3.0,1.6,-1.7,1.9
CCCCNc1nnc(CCn2nc(C)c(Br)c2C)s1,-0.1,3.2,2.1,-4.6,-2.0,-4.7,6.5,2.5,-2.5
C/C(=N\O)c1ccc2c3ccccc3n(C)c2c1,0.1,-2.6,-1.4,9.3,5.0,-7.6,-9.0,2.3,-2.4
